dFosB act: enhances mouse delta FosB homodimer DNA binding. actives 0.99% (n = 340,000). activation, % at 25 µM. purified delta FosB, TAMRA-CDK5 oligo fluorescence polarization; percent of positive-control signal above neutral wells. AID 493131;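 active = mean activation above about 17%, with every replicate also reaching it, limit read from the data, passing the limit was not always enough; inconclusive = only one of the two conditions met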;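 note: fluorescence polarization rise as delta FosB binds a TAMRA Cdk5 AP-1 oligo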
Cardiac RTF inh: cardiac RTF calcium desensitization; P19429+P45379; IANBD-labeled cardiac RTF, Ca2+ fluorescence; inhibition, % at 7.15 µM; actives 0.12% (n = 340,000); AID 493244;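 active = inhibition above the mean inhibition of all tested compounds plus 3 SD, cut at about 17% in these data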;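 note: assay run at fixed EC70 calcium of 1.6 mM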
Rtt109 Vps75: blocks Candida albicans Rtt109/Vps75 acetyltransferase activity. Q5AAJ8. purified Rtt109/Vps75, ThioGlo CoA-SH fluorescence, 4 h. inhibition, % at 34.9 µM. actives 0.16% (n = 330,000);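 active = inhibition of at least 50% in every replicate; inconclusive = best replicate reaches 50% inhibition but some replicates fall short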
Target sequence (Q5AAJ8 whole entry, looked up): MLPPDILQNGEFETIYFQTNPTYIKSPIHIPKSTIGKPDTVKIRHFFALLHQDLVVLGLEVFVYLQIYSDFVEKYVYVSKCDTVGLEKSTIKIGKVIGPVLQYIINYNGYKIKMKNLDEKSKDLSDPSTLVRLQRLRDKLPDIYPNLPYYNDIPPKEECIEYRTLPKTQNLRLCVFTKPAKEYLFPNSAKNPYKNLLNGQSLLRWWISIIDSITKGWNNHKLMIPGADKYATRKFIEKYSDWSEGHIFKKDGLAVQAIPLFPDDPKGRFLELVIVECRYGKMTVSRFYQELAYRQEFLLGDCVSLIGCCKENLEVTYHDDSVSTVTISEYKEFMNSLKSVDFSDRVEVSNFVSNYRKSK
LANA DNA inh: blocks KSHV LANA C-terminal domain binding to DNA; actives 0.078% (n = 340,000); MBP-C-LANA/FAM-LBS DNA binding, fluorescence polarization; inhibition, % at 9 µM; AID 504423;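 active = highest replicate inhibition at or above 60% at 9 µM, even if other replicates fall short; inactive = all replicates below 60% inhibition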;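 note: 0% = neutral control wells and 100% = 4 µM acridine orange control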
NSD2 HMT inh: NSD2 (human) methyltransferase inhibition; O96028; NSD2 peptide methylation, AlphaScreen, 120 min; inhibition, % at 12.5 µM; actives 0.54% (n = 310,000); AID 743445; in the data active = inhibition above about 50%
Keap1 Nrf2 FP: Keap1-Nrf2 (human) interaction inhibition. inhibition, % at 9.4 µM. Q14145. Keap1 Kelch-Nrf2 peptide fluorescence polarization, 1536-well. actives 0.15% (n = 340,000); in the data active = inhibition above about 12%; inconclusive = no clear call, values can overlap the other calls; inactive = below about 7.3%;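 note: human Keap1 Kelch domain with fluorescein labeled Nrf2 9mer peptide probe; 0% = neutral control wells and 100% = peptide positive control; higher means more block of Keap1 binding to Nrf2 peptide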
Target sequence (Q14145 whole entry, looked up, the tested form may be a part): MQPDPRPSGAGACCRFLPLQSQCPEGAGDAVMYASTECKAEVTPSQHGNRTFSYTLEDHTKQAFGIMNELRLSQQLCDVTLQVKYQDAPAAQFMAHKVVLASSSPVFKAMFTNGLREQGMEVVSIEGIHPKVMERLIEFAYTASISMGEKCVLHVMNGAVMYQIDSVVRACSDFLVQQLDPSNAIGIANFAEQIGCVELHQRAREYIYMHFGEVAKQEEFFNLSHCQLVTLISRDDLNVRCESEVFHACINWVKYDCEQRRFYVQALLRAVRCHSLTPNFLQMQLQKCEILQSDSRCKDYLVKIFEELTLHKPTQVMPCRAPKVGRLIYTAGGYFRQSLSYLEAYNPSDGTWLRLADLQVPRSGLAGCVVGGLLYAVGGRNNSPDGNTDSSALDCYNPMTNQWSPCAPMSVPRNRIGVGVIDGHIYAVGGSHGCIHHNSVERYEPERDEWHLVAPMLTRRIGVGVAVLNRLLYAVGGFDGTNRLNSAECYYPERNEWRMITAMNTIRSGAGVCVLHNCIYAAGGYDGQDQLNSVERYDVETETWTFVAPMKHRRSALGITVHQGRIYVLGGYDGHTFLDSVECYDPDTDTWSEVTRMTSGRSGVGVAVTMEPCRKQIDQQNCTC
PfHsp90 yeast 2: reduces growth (ATP signal) of yeast expressing P. falciparum Hsp90; actives 0.32% (n = 310,000); S. cerevisiae expressing PfHsp90, BacTiter-Glo ATP, 48 h; yeast lacking PDR1 and PDR3 efflux regulators; inhibition, % at 9.4 µM;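 active = every replicate shows inhibition above about 80%, whatever the replicate mean, limit read from the data; inconclusive = mean inhibition reaches the set limit but some replicate falls short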;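 note: 0% = DMSO neutral controls and 100% = 20 µM radicicol positive controls; yeast relying on Plasmodium falciparum Hsp90 in place of its own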
CDK5 inh: CDK5/p35 (human) kinase inhibition. Q00535+Q15078. Recombinant CDK5/p35, ADP-Glo luminescence, 60 min. inhibition, % at 10 µM. actives 0.01% (n = 330,000);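 active = highest replicate inhibition of at least 50% and at least 75% of replicates reaching 50%; inconclusive = only one of the two criteria met; inactive = both criteria failed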;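 note: plate controls were DMSO neutral control for no effect and GW8510 at 10 µM for full effect; many of its hits are not listed in these tables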
RTF Ca sens act: increases calcium sensitivity of human cardiac regulated thin filaments. IANBD-labeled TnC RTF fluorescence at EC20 calcium; 0% EC20 calcium, 100% full calcium. activation, % at 7.2 µM. actives 0.24% (n = 340,000). AID 493008;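 active = activation above the mean over all tested compounds plus 3 SD, cut at about 30% in these data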;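 note: rise in fluorescence read as greater calcium sensitivity of cardiac thin filaments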
Mot1-301 SUMO: inhibitors of SUMOylation pathway: yeast Mot1-301 growth rescue; S. cerevisiae Mot1-301 growth rescue, ATP luminescence, 38.5C; percent above DMSO median, 100 means doubled; growth rescue, % at 18.8 µM; actives 1% (n = 320,000);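 active = every valid replicate shows activation above 250% relative to neutral control wells; inactive = the rest, any valid replicate at or below 250%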;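 note: OY570 slx delta 5 strain wells were the positive control but not used for scaling; some compounds called inactive have numbers as strong as hits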
PvdQ acylase: blocks Pseudomonas aeruginosa PvdQ acylase activity; actives 0.063% (n = 340,000); inhibition, % at 10 µM; purified PvdQ acylase, fluorescence plate reader; AID 488965; in the data active = inhibition above about 30%, passing the limit was not always enough; inconclusive = no clear call, values can overlap the other calls;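 note: 0% = vehicle neutral wells and 100% = reference inhibitor wells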
Active calls of the source: *; ? = inconclusive; . = no result given.

SMILES	dFosB act	Cardiac RTF inh	Rtt109 Vps75	LANA DNA inh	NSD2 HMT inh	Keap1 Nrf2 FP	PfHsp90 yeast 2	CDK5 inh	RTF Ca sens act	Mot1-301 SUMO	PvdQ acylase
CC(C)Cc1nnc(NC(=O)CSc2nc(-c3ccccc3)cc(=O)[nH]2)s1	49*	0	0	-1.0	2	-6	-18	1.2	0	11	-14
Fc1ccc(F)c(CNc2ncnc3cc(Cl)ccc23)c1	3	3	0	-0.8	-1	-1	-1	0.3	-7	-23	0
COc1ccc(/C=C2\CCCC3C2=NN(C(=O)c2scnc2C)C3c2ccc(OC)cc2)cc1 (stereo not given)	-2	-9	-13	-1.5	-1	3	12	0.6	6	-13	11
Cc1cccc2c1cnn2C(=O)Nc1ccc(Br)cc1F	10	-8	-7	0.0	1	-5	2	-0.6	-2	-10	-13
COc1ccc(C(=O)NC2CCN(C(=S)Nc3cccc(C)c3)CC2)cc1	-6	-8	0	1.8	.	2	.	-2.0	8	20	-7
COc1ccccc1Nc1cc(C(=O)NCc2cccnc2)c2ccccc2n1	-4	7	6	-0.4	-2	-2	-2	1.1	-3	-11	-4
Cc1ccc(-n2nc3cc(C)c(NC(=S)NC(=O)/C=C/c4ccco4)cc3n2)cc1	-12	-5	-10	0.4	-2	-5	-27	-1.6	-1	-10	-2
CCCCOc1ccccc1NC(=O)CC1SC(=NCC)N(CC)C1=O (stereo not given)	-2	6	-4	-0.2	-2	1	7	1.0	2	63	-18
COc1cccc(C=Nc2ccccc2C(=O)Nc2nccs2)c1OC	4	-1	-4	0.1	0	2	3	-0.4	-7	18	5
Brc1ccccc1C1N=C(c2ccccc2)NO1 (stereo not given)	-5	-30	-15	0.0	-10	0	5	-2.7	3	1	-11
O=C(Cn1nnc2c(cnn2-c2ccc(F)cc2)c1=O)OC1CCCCC1	-16	-13	-6	1.5	-2	-5	19	-1.4	-3	6	-13
Cc1cc(C)nc(SCC(=O)Nc2ccc3c(c2)OCO3)n1	-6	-14	-5	-0.2	-4	-3	-9	2.9	2	1	-14
CCOC(=O)c1[nH]c2ccccc2c1NC(=O)CN1CCCCC1	1	2	2	0.3	0	-4	27	1.3	-4	1	-6
Cc1ccc(NC(=O)c2ccc(NS(=O)(=O)c3cccc4cccnc34)cc2)cc1	-13	-2	10	1.7	-2	1	-26	0.0	2	-18	-8
CCN(CC)CCNC(=O)c1cn(CCOC)c(=O)c2c1c1ccccc1n2C	0	-6	-9	-2.1	25	-5	40	0.2	-6	3	-12
COc1ccc(-n2nc(C(=O)NCc3ccco3)c3c4ccccc4n(C)c3c2=O)cc1Cl	-6	-16	-10	0.8	-1	0	.	-1.0	9	62	-13
Cc1nc2ccccc2c(=O)n1NC(=O)C1CC1	-11	-9	.	-0.9	-2	-6	4	0.0	1	1	-7
COc1ccc(Oc2nc(Oc3ccc(OC)cc3)nc(Oc3ccc(OC)cc3)n2)cc1	?	-9	-7	-0.3	-2	-1	-18	-1.1	1	-2	-1
COc1ccc(OC)c(NC(=O)c2nnn(Cc3ccc(Br)cc3F)c2N)c1	-9	-7	19	-1.0	.	3	-3	1.3	5	26	7
COc1ccc(CCC(=O)NC2CCCCC2)cc1	1	0	-3	0.0	-2	-1	21	-0.4	-1	-9	-16
Cc1c(NC(=O)c2cccnc2Cl)c(=O)n(-c2ccccc2)n1C	-1	-3	1	-1.1	-2	-3	-10	-0.8	4	11	-1
CCOc1ccccc1C(=O)Nc1cccc(-c2nnc(-c3ccccc3)o2)c1	1	2	-6	-0.3	-2	0	-21	-1.5	1	4	0
C/C=C/c1ccc(OCCn2cncn2)c(OC)c1	6	2	-11	1.5	3	-2	-11	0.2	6	0	-14
COc1cc(C(=O)Nc2ccccc2N2CCCCC2)cc(OC)c1OC	-5	-3	0	-0.8	-1	1	-6	-0.7	-4	1	-1
Cc1cc(-c2csc(NC(=O)c3cccc(S(=O)(=O)N(C)C)c3)n2)c(C)n1-c1ccccc1	-9	2	-9	2.8	1	3	0	0.8	6	36	-10
COC(=O)[C@]1(Cc2ccccc2)N[C@H](CN(C)C(=O)c2ccc(F)cc2)[C@@H]2C(=O)N(C)C(=O)[C@@H]21	-3	-8	4	1.5	.	5	6	5.3	0	.	12
CCc1cccc(CC)c1NC(=S)NCCc1c(C)[nH]c2ccccc12	-12	4	-4	-1.3	.	-1	-29	2.0	1	-4	1
CC(C)[C@@H](C(=O)NCC1CCC(C(=O)O)CC1)n1nnc2ccccc2c1=O (stereo not given in full)	4	-1	3	-0.9	5	-3	.	0.1	-1	.	9
C#CCOCCOCCOCCNc1nc(N2CCN(C(=O)[C@H](CC(N)=O)n3cc([C@@H](N)C(C)C)nn3)CC2)nc(N2CCN(C(=O)[C@H](CC(N)=O)n3cc([C@@H](N)C(C)C)nn3)CC2)n1	-8	-16	6	0.9	.	5	-1	-1.5	-8	-5	-2
O=C(Nc1cc(C(F)(F)F)ccc1F)C1CCCC1	-12	-4	30	0.7	0	-4	.	-1.5	0	-3	0
C=CCn1c(=N)n(CC(O)c2ccco2)c2ccccc21 (stereo not given)	-3	-14	5	2.9	3	1	10	0.2	10	.	4
O=C(Nc1ccc(Cl)cc1)c1cccc(OC(=S)N2CCOCC2)c1	-8	-5	16	1.5	-3	3	-4	0.5	-5	8	-5
COC(=O)N/N=C/c1ccc(OC(=O)c2ccco2)c(OC)c1	-3	.	12	2.1	37	0	6	-0.1	.	-9	9
CCCCOc1cccc(C(=O)N(Cc2ccccc2)C2CCS(=O)(=O)C2)c1 (stereo not given)	-11	3	-5	0.4	-8	4	-4	-0.8	-3	252	-7
CCCn1nnnc1COc1ccc(C(N)=O)cc1	-3	-8	6	2.7	-7	-3	-1	0.4	-2	6	-14
CCc1c(C2(O)CCCCC2)[nH]c2ccc(C(=O)OC)cc12	-3	1	6	-0.6	.	-1	-15	0.8	1	-19	-5
O=C(N/N=C/c1cn[nH]c1-c1ccc(F)cc1)c1ccncc1	-22	-1	3	-1.3	-3	-2	-16	0.4	8	477	-12
CC(C)Cn1c(N)c(C(=O)COC(=O)c2cccn2C)c(=O)n(C)c1=O	-9	-4	3	1.3	-2	9	3	-1.8	1	-17	11
O=C(CSc1nnc(-c2ccc(F)cc2)o1)N1CCN(C(=O)c2ccco2)CC1	-11	-4	.	-1.2	26	-4	2	5.1	6	-7	12
O=C(CCN1C(=O)c2cccc3cccc(c23)C1=O)N1CCN(Cc2ccc3c(c2)OCO3)CC1	-3	-3	0	0.1	-7	4	-6	1.2	12	29	-12
CC(C)c1ccc(S(=O)(=O)N2CCN(C(=O)c3ccncc3)CC2)cc1	-2	-1	1	0.3	0	-1	2	0.2	-1	-17	-3
Cc1ccc(NC(=O)Nc2ccc3c(c2)C(=O)OC3)cc1Cl	29*	.	2	1.2	5	0	-10	0.1	.	-6	-5
Nc1ccc(C(=O)OCC(=O)N2CCOCC2)cc1[N+](=O)[O-]	0	-10	-5	-0.4	-2	-2	5	1.9	-5	3	-13
COc1cccc(CC2(CO)CCCN(Cc3c(C)cc(C)cc3-n3cccn3)C2)c1 (stereo not given)	-4	-5	5	-1.9	-5	-2	6	0.8	4	9	-8
COc1ccccc1N(C)S(=O)(=O)c1ccc(C(=O)OCC(=O)Nc2ccc(C(N)=O)cc2)cc1	66*	6	2	-0.4	3	2	.	0.2	-2	0	19

5 entries picked at random from those above, as already listed:
SMILES	dFosB act	Cardiac RTF inh	Rtt109 Vps75	LANA DNA inh	NSD2 HMT inh	Keap1 Nrf2 FP	PfHsp90 yeast 2	CDK5 inh	RTF Ca sens act	Mot1-301 SUMO	PvdQ acylase
C=CCn1c(=N)n(CC(O)c2ccco2)c2ccccc21 (stereo not given)	-3	-14	5	2.9	3	1	10	0.2	10	.	4
O=C(Nc1ccc(Cl)cc1)c1cccc(OC(=S)N2CCOCC2)c1	-8	-5	16	1.5	-3	3	-4	0.5	-5	8	-5
CCc1c(C2(O)CCCCC2)[nH]c2ccc(C(=O)OC)cc12	-3	1	6	-0.6	.	-1	-15	0.8	1	-19	-5
O=C(CCN1C(=O)c2cccc3cccc(c23)C1=O)N1CCN(Cc2ccc3c(c2)OCO3)CC1	-3	-3	0	0.1	-7	4	-6	1.2	12	29	-12
COc1cccc(CC2(CO)CCCN(Cc3c(C)cc(C)cc3-n3cccn3)C2)c1 (stereo not given)	-4	-5	5	-1.9	-5	-2	6	0.8	4	9	-8

Carrying on:
SMILES	dFosB act	Cardiac RTF inh	Rtt109 Vps75	LANA DNA inh	NSD2 HMT inh	Keap1 Nrf2 FP	PfHsp90 yeast 2	CDK5 inh	RTF Ca sens act	Mot1-301 SUMO	PvdQ acylase
CCOC(=O)c1ccc(OCC(=O)c2ccc(O)cc2O)cc1	-17	-17	2	-0.4	-1	-3	9	3.2	0	-6	-13
Cc1ccc(C(=O)NCCNC(=O)COc2ccccc2Cl)cn1	7	5	51*	-1.1	-1	-5	15	1.1	-1	4	4
CCCN1CCC(N2CCN(c3ccc([N+](=O)[O-])cc3)CC2)CC1	-4	-1	-6	-2.2	2	-5	6	-1.4	6	369	-4
O=S(=O)([O-])CCC[n+]1ccc(Oc2ccccc2)cc1	-1	1	-4	0.0	1	-1	-2	0.3	1	-5	-12
CC(C)c1ccc(S(=O)(=O)N2CCN(C(=O)c3cc(-c4ccccc4)n[nH]3)CC2)cc1	-15	2	-8	1.0	.	-9	21	1.6	2	-11	-9
O=[N+]([O-])c1cc([N+](=O)[O-])c(Oc2cccc(Cl)c2Cl)cc1NN1CCCCC1	-6	-4	-11	2.4	.	-2	-14	-1.3	1	-7	-14
NC(=O)CSc1nc2c(sc(=S)n2-c2ccccc2)c(=O)[nH]1	-1	-5	4	3.0	-1	0	22	-0.3	0	-1	-15

No new results follow: entries from further up.
SMILES	dFosB act	Cardiac RTF inh	Rtt109 Vps75	LANA DNA inh	NSD2 HMT inh	Keap1 Nrf2 FP	PfHsp90 yeast 2	CDK5 inh	RTF Ca sens act	Mot1-301 SUMO	PvdQ acylase
CC(C)Cc1nnc(NC(=O)CSc2nc(-c3ccccc3)cc(=O)[nH]2)s1	49*	0	0	-1.0	2	-6	-18	1.2	0	11	-14
Fc1ccc(F)c(CNc2ncnc3cc(Cl)ccc23)c1	3	3	0	-0.8	-1	-1	-1	0.3	-7	-23	0
COc1ccc(/C=C2\CCCC3C2=NN(C(=O)c2scnc2C)C3c2ccc(OC)cc2)cc1 (stereo not given)	-2	-9	-13	-1.5	-1	3	12	0.6	6	-13	11
Cc1cccc2c1cnn2C(=O)Nc1ccc(Br)cc1F	10	-8	-7	0.0	1	-5	2	-0.6	-2	-10	-13
